Screens from PubChem.
V1aR counter – activates human V1a receptor in oxytocin agonist counter-screen | 320,000 tested, 0.25% active | activation, % at 3 µM | P37288 | CHO-V1R cells, Fluo-8 calcium fluorescence, agonist mode; 0% DMSO, 100% 3 nM vasopressin;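 active = activation above the mean activation of all tested compounds plus 3 SD, per screening run, cut at about 20% in these data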;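 also: signal is peak over basal fluorescence ratio across a 100 second FLIPR read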
DNA FID counter – displaces DNA intercalator in HCV helicase counter-screen; DNA fluorescent intercalator displacement, fluorescence; 290,000 tested, 0.17% active; inhibition, % at 7.9 µM; in the data active = inhibition above about 37%;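 also: 0% = vehicle and 100% = reference compound; higher means more ethidium bromide displaced from hairpin DNA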
VIM-2 inhibitor – inhibitors of Pseudomonas aeruginosa VIM-2 metallo-beta-lactamase | purified VIM-2, nitrocefin hydrolysis, epi-absorbance fluorescence | inhibition, % at 5.6 µM | 290,000 tested, 0.89% active | AID 1527;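 active = inhibition above the mean of all tested compounds plus 3 SD, cutoff set per screening run, cut at about 7.5% in these data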;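 also: red hydrolysis product quenches plate fluorescence so inhibitors raise well fluorescence; 0% = enzyme with DMSO and 100% = DMSO without enzyme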
PHOSPHO1 inh – blocks human PHOSPHO1 phosphatase activity. inhibition, % at 13.3 µM. recombinant PHOSPHO1, absorbance phosphatase assay. Q8TCT1. AID 1565. 290,000 tested, 1.1% active; in the data active = inhibition above about 60%
Target sequence (Q8TCT1 whole entry, looked up): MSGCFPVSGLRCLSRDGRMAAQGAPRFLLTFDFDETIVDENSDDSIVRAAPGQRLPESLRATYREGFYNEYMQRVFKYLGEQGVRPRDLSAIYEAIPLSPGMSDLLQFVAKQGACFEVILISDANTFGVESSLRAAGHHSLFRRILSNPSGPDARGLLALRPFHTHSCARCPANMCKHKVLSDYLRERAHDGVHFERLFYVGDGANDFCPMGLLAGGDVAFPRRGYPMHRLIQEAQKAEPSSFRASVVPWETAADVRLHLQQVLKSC
GalR3 antag – blocks the human galanin receptor 3; inhibition, % at 3 µM; O60755; HEK293 GalR3-CNG cAMP membrane potential fluorescence; galR3 body fused to GalR1 C-terminus; AID 651719; 360,000 tested, 0.44% active;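 active = inhibition above the screen-wide average plus 3 SD, cut at about 13% in these data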;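 also: forskolin and galanin both at EC90 stimulate the cells; cAMP rise reported by CNG channel membrane potential dye signal; 0% = forskolin plus galanin with DMSO and 100% = forskolin alone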
Target sequence (O60755 1-299 limits assumed): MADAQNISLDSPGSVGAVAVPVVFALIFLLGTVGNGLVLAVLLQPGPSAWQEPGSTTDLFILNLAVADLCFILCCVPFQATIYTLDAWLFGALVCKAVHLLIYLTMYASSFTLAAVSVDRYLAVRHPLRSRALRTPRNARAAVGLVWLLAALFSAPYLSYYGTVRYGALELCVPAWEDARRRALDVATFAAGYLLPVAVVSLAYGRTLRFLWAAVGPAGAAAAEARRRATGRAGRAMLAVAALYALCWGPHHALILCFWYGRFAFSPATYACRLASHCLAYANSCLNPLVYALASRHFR
OXTR agonist – activates the human oxytocin receptor; P30559; CHO-OTR cells, Fluo-8 calcium fluorescence; normalized: DMSO 0%, oxytocin 100%; activation, % at 3 µM; 320,000 tested, 0.32% active; AID 2435;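 active = activation above the mean of all tested compounds plus 3 SD, cutoff set per screening run, cut at about 20% in these data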;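 also: peak over basal fluorescence ratio from a 100 s FLIPR kinetic read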
GPR7 antag – blocks human GPR7 receptor signaling; P48145; GPR7-expressing cells, fluorescence antagonist assay; inhibition, % at 4.4 µM; 290,000 tested, 1.1% active; in the data active = inhibition above about 16%, passing the limit was not always enough;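 also: cells stimulated with the agonist NPW; 0% = agonist with vehicle and 100% = vehicle without agonist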
Target sequence (P48145 whole entry, looked up): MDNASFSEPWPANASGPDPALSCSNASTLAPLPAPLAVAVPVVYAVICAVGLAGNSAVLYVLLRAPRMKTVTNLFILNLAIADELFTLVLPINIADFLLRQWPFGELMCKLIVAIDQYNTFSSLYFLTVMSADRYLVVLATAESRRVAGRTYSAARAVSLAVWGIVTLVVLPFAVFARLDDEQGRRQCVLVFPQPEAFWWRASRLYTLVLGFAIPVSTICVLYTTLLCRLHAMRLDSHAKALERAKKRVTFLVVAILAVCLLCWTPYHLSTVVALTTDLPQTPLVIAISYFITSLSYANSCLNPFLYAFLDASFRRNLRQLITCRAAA
IMP-1 inh – inhibitors of Pseudomonas aeruginosa IMP-1 metallo-beta-lactamase; inhibition, % at 5.6 µM; purified IMP-1, nitrocefin hydrolysis, epi-absorbance fluorescence; 290,000 tested, 0.45% active; AID 1556;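 active = inhibition above the mean plus 3 SD of all compounds in the same screening run, cut at about 4.5% in these data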;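 also: 0% = IMP-1 with DMSO and 100% = DMSO wells lacking enzyme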
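System: purified IMP-1; amount: IMP-1 0.2 nM before substrate addition; compound: single dose, 5.6 µM; times: 25 °C, 15 min preincubation, 25 min reaction; signal: Epi-absorbance via hydrolysed-nitrocefin quenching of white-plate fluorescence, 480/530 nm, EDTA stop; benchmarks: DMSO with and without IMP-1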
NS3 helicase inh – inhibitors of Hepatitis C virus NS3 helicase; NS3 helicase DNA unwinding, Cy5 molecular beacon fluorescence; inhibition, % at 10.9 µM; 290,000 tested, 0.56% active; AID 1800;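 active = inhibition above the mean of all tested compounds plus 3 SD, set per campaign, cut at about 35% in these data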;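 also: 0% = DMSO wells and 100% = thioflavine S control wells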
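Measured by: Cy5 fluorescence, 0 and 60 min reads / Assay system: NS3 helicase fragment of HCV / Control set: low DMSO, high thioflavine S at 110 µM / Times: 1 h reaction at 25 °C, ATP-initiated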
The depositor's hits bear a star.

How did CCCOc1cccc(C2C(C(=O)c3ccco3)=C(O)C(=O)N2CCCn2ccnc2)c1 (stereo unspecified) do in these assays?
V1aR counter: 0.2; DNA FID counter: -5.8; VIM-2 inhibitor: 1.7; PHOSPHO1 inh: 21.8; GalR3 antag: -7.2; OXTR agonist: -0.9; GPR7 antag: -16.3; IMP-1 inh: -2.7; NS3 helicase inh: -3.6

What do the screens show for `O=C(NCc1cccc(F)c1)C1CCC(=O)N(CCc2cccc(F)c2)C1` (stereo unspecified)?
V1aR counter: 1.4; DNA FID counter: -24.8; VIM-2 inhibitor: -1.2; PHOSPHO1 inh: 27.9; GalR3 antag: -6.5; OXTR agonist: 0.0; GPR7 antag: 4.4; IMP-1 inh: -4.0; NS3 helicase inh: -7.6

Results for COc1cc(C(=O)N2CCN(C)C(C)C2)ccc1OC1CCN(C(C)=O)CC1 (stereo unspecified) ?
V1aR counter: -0.7; DNA FID counter: -11.6; VIM-2 inhibitor: -0.6; PHOSPHO1 inh: 7.5; GalR3 antag: -1.9; OXTR agonist: -0.5; GPR7 antag: -5.5; IMP-1 inh: -1.3; NS3 helicase inh: 2.3

What do the screens show for `CC(=O)c1ccc(N2CCN(C(=O)Nc3ccc(F)cc3)CC2)cc1`?
V1aR counter: 4.9; DNA FID counter: -9.4; VIM-2 inhibitor: 1.8; PHOSPHO1 inh: 28.1; OXTR agonist: 7.7; GPR7 antag: -0.7; IMP-1 inh: -0.2; NS3 helicase inh: -5.1

What do the screens show for `Cc1ccc(N2CC(O)Cn3c2nc2c3c(=O)n(C)c(=O)n2C)cc1` (stereo unspecified)?
V1aR counter: -0.5; DNA FID counter: -12.8; VIM-2 inhibitor: 4.2; PHOSPHO1 inh: 18.7; GalR3 antag: 6.7; OXTR agonist: -0.8; GPR7 antag: -2.9; IMP-1 inh: -1.2; NS3 helicase inh: 12.5

What do the screens show for `CCOC(=O)COn1c(=O)c(-c2ccco2)[n+]([O-])c2ccccc21`?
V1aR counter: 0.5; DNA FID counter: -2.1; VIM-2 inhibitor: -2.0; PHOSPHO1 inh: 11.1; GalR3 antag: 1.4; OXTR agonist: 4.5; GPR7 antag: -6.8; IMP-1 inh: -0.7; NS3 helicase inh: 5.7

How did CCCN1C(=O)C(Cc2nc3ccccc3c(=O)n2-c2ccccc2)c2ccccc21 (stereo unspecified) do in these assays?
V1aR counter: 0.5; DNA FID counter: -40.4; VIM-2 inhibitor: 0.9; PHOSPHO1 inh: -6.6; GalR3 antag: -4.3; OXTR agonist: -1.8; GPR7 antag: 5.7; IMP-1 inh: 1.3; NS3 helicase inh: -4.4

How did COc1ccc2[nH]cc(C(=O)C(=O)N3CCCCC3)c2c1 do in these assays?
V1aR counter: 0.6; DNA FID counter: -8.8; VIM-2 inhibitor: -3.4; PHOSPHO1 inh: 39.0; GalR3 antag: 2.8; OXTR agonist: -0.2; GPR7 antag: -6.2; IMP-1 inh: -3.5; NS3 helicase inh: 12.7

How did CCOC(=O)C(C(=O)OCC)C(C[N+](=O)[O-])c1ccccc1 (stereo unspecified) do in these assays?
V1aR counter: -0.8; DNA FID counter: -4.0; VIM-2 inhibitor: -2.7; PHOSPHO1 inh: -19.6; GalR3 antag: -3.5; OXTR agonist: -1.6; GPR7 antag: -10.4; IMP-1 inh: -2.4; NS3 helicase inh: 3.4

How did CCCCOc1ccc(N2CC(C(=O)NCCc3ccc(OC)c(OC)c3)CC2=O)cc1 (stereo unspecified) do in these assays?
V1aR counter: 0.1; DNA FID counter: -47.3; VIM-2 inhibitor: -6.5; PHOSPHO1 inh: -5.1; GalR3 antag: -5.1; OXTR agonist: -1.4; GPR7 antag: -6.2; IMP-1 inh: -4.2; NS3 helicase inh: 1.3

Results for N#CNC(=Nc1cccc(F)c1)SCc1ccccc1 ?
V1aR counter: 8.3; DNA FID counter: -0.7; VIM-2 inhibitor: -2.3; PHOSPHO1 inh: 0.2; GalR3 antag: -6.2; OXTR agonist: 6.2; GPR7 antag: 7.9; IMP-1 inh: -1.1; NS3 helicase inh: -8.9

Results for CC(=O)Nc1ccc(S(=O)(=O)Nc2cccc(-n3cnnn3)c2)cc1 ?
V1aR counter: 0.6; DNA FID counter: -3.0; VIM-2 inhibitor: 0.3; PHOSPHO1 inh: 33.2; GalR3 antag: -4.3; OXTR agonist: 0.8; GPR7 antag: -15.6; IMP-1 inh: -0.6; NS3 helicase inh: 1.1

How did Cc1cc(=O)[nH]c(SCc2nnc(-c3ccccc3)o2)n1 do in these assays?
V1aR counter: 0.1; DNA FID counter: -4.1; VIM-2 inhibitor: -3.8; PHOSPHO1 inh: 9.5; GalR3 antag: -2.0; OXTR agonist: 0.1; GPR7 antag: -8.4; IMP-1 inh: -4.2; NS3 helicase inh: 4.9

How did COc1ccc(CCNC(=O)Cc2cc(OCc3ccccc3)c(OC)cc2[N+](=O)[O-])cc1OC do in these assays?
V1aR counter: -1.2; DNA FID counter: -13.0; VIM-2 inhibitor: -5.2; PHOSPHO1 inh: 23.4; GalR3 antag: 1.4; OXTR agonist: -0.7; GPR7 antag: -10.4; IMP-1 inh: -3.0; NS3 helicase inh: 6.4

How did CCc1nn(CC(=O)NCCN2CCOCC2)c(=O)c2cc3c(OC)cccc3n12 do in these assays?
V1aR counter: -0.5; DNA FID counter: 0.3; VIM-2 inhibitor: 8.8*; PHOSPHO1 inh: -0.1; GalR3 antag: 1.3; OXTR agonist: -1.7; GPR7 antag: -4.5; IMP-1 inh: -0.6; NS3 helicase inh: -4.5

How did COCCn1c(SCC(=O)N2CCCc3ccccc32)nc2cccnc21 do in these assays?
V1aR counter: 0.2; DNA FID counter: -20.0; VIM-2 inhibitor: -1.2; PHOSPHO1 inh: -2.7; GalR3 antag: -6.0; OXTR agonist: -0.3; GPR7 antag: -8.7; IMP-1 inh: -5.5; NS3 helicase inh: 1.8

How did COc1ccccc1/C=C/CN1CCC(Oc2ccc(C(=O)N3CCCCC3)cc2)CC1 do in these assays?
V1aR counter: 0.6; DNA FID counter: 18.0; VIM-2 inhibitor: -0.8; PHOSPHO1 inh: 51.6; GalR3 antag: -2.7; OXTR agonist: 1.8; GPR7 antag: -8.5; IMP-1 inh: -1.1; NS3 helicase inh: -25.2

Results for O=C(O)Cc1ccc(C(=O)CSc2ccccc2)s1 ?
V1aR counter: -0.6; DNA FID counter: -14.1; VIM-2 inhibitor: -2.4; PHOSPHO1 inh: 14.7; GalR3 antag: -2.1; OXTR agonist: 0.5; GPR7 antag: -2.6; IMP-1 inh: 0.4; NS3 helicase inh: 26.2

How did COC(=O)c1ccsc1NC(=O)CN1C(=O)CCC1=O do in these assays?
V1aR counter: 0.3; PHOSPHO1 inh: 4.0; GalR3 antag: -1.1; OXTR agonist: 0.3

What do the screens show for `O=C(Nc1ccc(S(=O)(=O)Nc2nccs2)cc1)c1ccc(F)c(S(=O)(=O)N2CCOCC2)c1`?
V1aR counter: 0.1; DNA FID counter: -13.7; VIM-2 inhibitor: -1.0; PHOSPHO1 inh: 43.1; GalR3 antag: -5.1; OXTR agonist: 1.0; GPR7 antag: 0.0; IMP-1 inh: -1.8; NS3 helicase inh: 1.1

Results for O=C(O)CSCC(=O)Nc1ccc(Cl)cc1C(F)(F)F ?
V1aR counter: 0.6; DNA FID counter: -0.8; VIM-2 inhibitor: -3.0; PHOSPHO1 inh: 29.2; GalR3 antag: 1.2; OXTR agonist: 0.1; GPR7 antag: -13.7; IMP-1 inh: -2.4; NS3 helicase inh: 8.0

Results for COc1ccc2c(C(=O)CN3CCSCC3)c[nH]c2c1 ?
V1aR counter: 0.7; DNA FID counter: -1.7; VIM-2 inhibitor: -3.3; PHOSPHO1 inh: 10.0; GalR3 antag: -3.9; OXTR agonist: 1.4; GPR7 antag: -9.3; IMP-1 inh: -2.4; NS3 helicase inh: 6.3

What do the screens show for `CCc1nc(N[C@@H](Cc2c[nH]c3ccccc23)C(=O)O)c2oc3ccccc3c2n1`?
V1aR counter: 0.1; DNA FID counter: -26.2; VIM-2 inhibitor: -1.2; PHOSPHO1 inh: 20.0; GalR3 antag: -2.4; OXTR agonist: -0.3; GPR7 antag: 8.2; IMP-1 inh: -3.2; NS3 helicase inh: 0.0

What do the screens show for `O=CNC(n1cnc2c(N3CCOCC3)ncnc21)C(Cl)(Cl)Cl` (stereo unspecified)?
V1aR counter: 0.8; DNA FID counter: -11.5; VIM-2 inhibitor: -0.9; PHOSPHO1 inh: -6.2; GalR3 antag: -4.5; OXTR agonist: 2.6; GPR7 antag: -4.7; IMP-1 inh: -0.1; NS3 helicase inh: -1.1

What do the screens show for `CCOC(=O)CSc1nc(N)c(C#N)c(-c2ccc(OC)cc2)c1C#N`?
V1aR counter: 0.7; DNA FID counter: -3.9; VIM-2 inhibitor: 0.5; PHOSPHO1 inh: 33.3; GalR3 antag: -0.1; OXTR agonist: -0.9; GPR7 antag: 0.0; IMP-1 inh: -2.1; NS3 helicase inh: -10.9

Results for Cc1cc(OCC(=O)c2ccc(C(F)(F)F)cc2)n2cnnc2n1 ?
V1aR counter: -0.1; DNA FID counter: -8.6; VIM-2 inhibitor: -0.6; PHOSPHO1 inh: -5.4; GalR3 antag: 0.3; OXTR agonist: -1.6; GPR7 antag: 12.0; IMP-1 inh: 0.0; NS3 helicase inh: -8.7

Results for CCc1cc2c(SCC(=O)Nc3cc(C)on3)ncnc2s1 ?
V1aR counter: 0.7; DNA FID counter: -14.8; VIM-2 inhibitor: -2.0; PHOSPHO1 inh: 6.6; GalR3 antag: -0.2; OXTR agonist: 0.4; GPR7 antag: -6.7; IMP-1 inh: -5.2; NS3 helicase inh: -1.0

How did COC(=O)C1=CN(Cc2ccc(C)cc2)C=C(C(=O)OC)C1c1ccc(F)c(F)c1 do in these assays?
V1aR counter: -0.5; DNA FID counter: -26.6; VIM-2 inhibitor: -1.8; PHOSPHO1 inh: 15.6; GalR3 antag: -7.4; OXTR agonist: -2.1; GPR7 antag: 3.5; IMP-1 inh: -4.9; NS3 helicase inh: -22.2

What do the screens show for `CCOCCCNC(=O)c1cccc(NC(=O)C2=C(C)OCCS2)c1`?
V1aR counter: 0.8; DNA FID counter: -14.2; VIM-2 inhibitor: -3.4; PHOSPHO1 inh: 50.4; GalR3 antag: 5.6; OXTR agonist: 0.1; GPR7 antag: -10.8; IMP-1 inh: -2.4; NS3 helicase inh: 10.4

What do the screens show for `CCOc1ncccc1C(=O)Nc1cccc(-c2nc3cccnc3s2)c1`?
V1aR counter: -0.9; DNA FID counter: -8.9; VIM-2 inhibitor: -2.6; PHOSPHO1 inh: 28.5; GalR3 antag: -10.6; OXTR agonist: -1.0; GPR7 antag: -10.6; IMP-1 inh: -2.8; NS3 helicase inh: -0.6

Fetched one by one from above, two records:
What do the screens show for `O=CNC(n1cnc2c(N3CCOCC3)ncnc21)C(Cl)(Cl)Cl` (stereo unspecified)?
V1aR counter: 0.8; DNA FID counter: -11.5; VIM-2 inhibitor: -0.9; PHOSPHO1 inh: -6.2; GalR3 antag: -4.5; OXTR agonist: 2.6; GPR7 antag: -4.7; IMP-1 inh: -0.1; NS3 helicase inh: -1.1

What do the screens show for `CCc1nc(N[C@@H](Cc2c[nH]c3ccccc23)C(=O)O)c2oc3ccccc3c2n1`?
V1aR counter: 0.1; DNA FID counter: -26.2; VIM-2 inhibitor: -1.2; PHOSPHO1 inh: 20.0; GalR3 antag: -2.4; OXTR agonist: -0.3; GPR7 antag: 8.2; IMP-1 inh: -3.2; NS3 helicase inh: 0.0
